Screening results (PubChem)
AID inhibitor: Primary qHTS assay for inhibitors of Activation Induced Cytidine Deaminase (AID): AID signal. AID deamination FRET fluorescence, UDG-coupled, 4 h. Potency, µM (top dose mostly 115 µM), without a hit: top-dose activity change, negative = inhibition, most hits filed as inhibitors. 91,000 compounds, 0.32% hits; further: nearly all actives have a fitted effect of over 25% in size
Target sequence (Q9GZX7 whole entry, looked up): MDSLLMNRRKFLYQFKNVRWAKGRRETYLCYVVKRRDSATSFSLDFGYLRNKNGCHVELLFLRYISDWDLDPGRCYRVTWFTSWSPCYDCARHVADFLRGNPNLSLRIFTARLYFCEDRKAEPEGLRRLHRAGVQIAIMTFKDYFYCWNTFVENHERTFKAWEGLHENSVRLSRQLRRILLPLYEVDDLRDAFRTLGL
UDG counter: Primary qHTS assay for inhibitors of Activation Induced Cytidine Deaminase (AID): UDG Counterscreen signal. FRET deamination/UDG coupled assay, UDG read, 4 h. Potency, µM (doses to about 115 µM), inactives show at the highest dose activity change, negative = inhibition, hits mostly inhibitors. 91,000 compounds, 0.14% hits; further: nearly all actives have a fitted effect of over 65% in size
Active calls of the source: *; ? = inconclusive; & = joins results of further samples; [ ] = dose if it differs, or a comment. The call rests on the fitted dose curve; in most records, active means well fitted curve in the direction sought with a large enough effect; inconclusive means small, poorly fitted or top-dose-only effect, or another doubt; inactive means no such curve, though single readings can be large; an effect the other way counts as inactive or inconclusive. On the % scale 0 is the no-effect control and ±100 the full control effect; potency means the concentration at half of the fitted maximal effect. An excerpt; rates above refer to the full screens.

structure,AID inhibitor,UDG counter
CC(=O)c1c(C)[nH]c(-c2csc(-c3cccc(F)c3)n2)c1C,3%,3%
COc1ccc(C(=O)NC(=O)CSc2ccccc2Cl)cc1,0%,-1%
O=S(=O)(NCCc1csc(-c2ccc(F)cc2)n1)c1ccc(F)cc1F,239%[activator],?
O=S(=O)(Nc1nc2ccccc2nc1NC1CCCC1)c1ccc2ccccc2c1,15%,7%
Cc1ccc2nc(N3CCC(C(=O)N4CCN(c5cccc(C)c5C)CC4)CC3)[nH]c2c1,-23%,25%
Cc1ccccc1OCCNC(=O)c1cc(=O)c2ccccc2o1,-3%,-2%
CCOC(=O)c1c(NC(=O)c2cc(Cl)ccc2Cl)sc2c1CCCC2,2%,-13%
Cc1nn(C(=O)COc2ccc(Cl)cc2)c(C)c1Sc1ccccc1,-3%,-6%
O=CC1=C(c2ccccc2)SC(c2ccccc2)C(Cc2ccccc2)=C1 (stereo not given),-16%,-2%
Cc1ccc(Cn2cnc3nc4c(cc3c2=O)CC(C)CC4)cc1 (stereo not given),?,?
Cc1ccc(N(CC(=O)Nc2cc(C)cc(C)c2)S(=O)(=O)c2cccc3nonc23)cc1,-3%,-7%
COc1cc(OC)cc(-c2nc(-c3cccc(C)c3)no2)c1,-1%[57.5 µM],-8%[57.5 µM]
CCCCCC1=CCC/C1=N\NC(=O)c1ccco1,-5%,1%
Cc1cccc(N2CCN(C(=O)CS(=O)(=O)c3cccc4nsnc34)CC2C)c1 (stereo not given),-26%,-4%
CCNC(=O)c1ccc(CNC(=O)OC(C)(C)C)cc1,-6%,-2%
CC(=O)Nc1cccc(C(=O)NCc2nc(C)cs2)c1,18%,7%
CCc1ccc(C2C(C(=O)OC(C)C)=C(C)N=C3SCCC(=O)N32)cc1 (stereo not given),-6%,4%
CCc1cccc(C)c1NC(=O)CN1CCCN(Cc2ccc(C)cc2)S1(=O)=O,-1%,-2%
COc1ccccc1-c1noc(-c2ccc(N3CCOCC3)c([N+](=O)[O-])c2)n1,-6%,-11%
CN(Cc1ccccc1)C(=O)CCS(=O)(=O)c1cc(Br)cc2c1N(C(=O)C1CC1)CC2,2%,1%
Cc1ccc(CNC(=O)Cn2ccn(-c3ccc(F)cc3)c(=O)c2=O)cc1,-4%,5%
CNC(=O)NC(=O)CSc1ccc(Br)cc1,0%,3%
CCCCN1C(=O)c2[nH]nc(-c3ccccc3O)c2C1c1ccc(OCc2ccccc2)cc1 (stereo not given),5%,5%
Cc1ccc(Oc2c(C(F)(F)F)oc3c(CN4CCCCC4)c(O)ccc3c2=O)cc1,0%,20%
c1ccc(Oc2ccc(CNc3ncccn3)cn2)cc1,-2%,-3%
Cc1c(Cl)cccc1-n1c(SCC(=O)NCc2ccccc2)nc2n[nH]c(C)c2c1=N,0%,-1%[57.5 µM]
CC(=O)c1ccc(NC(=O)CC2C=CCC2)cc1 (stereo not given),5%,7%
CCC(C)NC(=O)c1cc2cccc(OC)c2oc1=O (stereo not given),1%,5%
CCOC(=O)c1c(C)oc2nc(C)nc(NCc3ccc(F)cc3)c12,4%,13%
CCN(c1ccc(-c2csc(-c3cccs3)n2)cc1)S(C)(=O)=O,28%,13%

No new results follow: an excerpt of the list.
structure,AID inhibitor,UDG counter
CC(=O)c1c(C)[nH]c(-c2csc(-c3cccc(F)c3)n2)c1C,3%,3%
COc1ccc(C(=O)NC(=O)CSc2ccccc2Cl)cc1,0%,-1%
O=S(=O)(NCCc1csc(-c2ccc(F)cc2)n1)c1ccc(F)cc1F,239%[activator],?
O=S(=O)(Nc1nc2ccccc2nc1NC1CCCC1)c1ccc2ccccc2c1,15%,7%

Quoted at random: 2 compounds from above, in no set order.
structure,AID inhibitor,UDG counter
CC(=O)c1ccc(NC(=O)CC2C=CCC2)cc1 (stereo not given),5%,7%
CN(Cc1ccccc1)C(=O)CCS(=O)(=O)c1cc(Br)cc2c1N(C(=O)C1CC1)CC2,2%,1%

Continued.
structure,AID inhibitor,UDG counter
O=c1nc2n(-c3cccc(Cl)c3)c3cccc(Cl)c3cc-2c(=O)[nH]1,?,17%
CCN1CCN(C(c2ccc(C)cc2)c2sc3nc(-c4ccco4)nn3c2O)CC1 (stereo not given),5%,-17%[57.5 µM]
CCC(C)NC(=S)Nc1cccc(C)c1 (stereo not given),-4%,0%
Cc1ccc(NC(=O)CN2C=NS(=O)(=O)c3ccccc32)c(C)c1,-11%,-1%
CC(C)Cn1nnnc1SCC(=O)N(Cc1cccs1)c1ccc2c(c1)OCCO2,-14%,-10%
Cc1cc(=O)n(Cc2ccc(Cl)cc2)c2c1c(C)nn2-c1ccccc1,21%,52%[activator]
COc1ccc(Br)cc1CNC(=O)CSc1cc(=O)n(C)c2ccccc12,-3%,30%
Cc1c(Cl)cccc1NC(=O)Cn1cnc(S(=O)(=O)N2CCCC2)c1,-1%,7%
CC(=O)Nc1ccc(S(=O)(=O)[C@H]2CS(=O)(=O)C[C@@H]2N2CCN(C(C)=O)CC2)cc1,1%,-5%
Cc1ccc2onc(CNC(=O)NCc3cccc(Cl)c3)c2c1,-12%,5%
Cc1cccc(N2CCN(c3ncnc4onc(-c5ccc(F)cc5)c34)CC2C)c1 (stereo not given),?,79µM*
CN(c1ccccc1)S(=O)(=O)c1nnc(NC(=O)C2CCCCC2)s1,3%,-10%
CC(NC(=O)CC(C)(C)CC(=O)O)c1cc2ccccc2o1 (stereo not given),7%,7%
CCOC(=O)c1ccc(N2C(=O)c3n[nH]c(-c4cccs4)c3C2c2ccc(OC)cc2OC)cc1 (stereo not given),?,2%&-18%
CN(C)c1ccc(NC(=O)CSc2nc3ccsc3c(=O)n2CCCCCC(=O)O)cc1,30%[activator],1%[57.5 µM]
Cc1c(C#N)c(NC(=O)CN2CCC(C(=O)N3CCCCCC3)CC2)n(C2CCCCC2)c1C,-2%,1%
CCn1nc(C(=O)Nc2nc(-c3cccs3)cs2)c2ccccc2c1=O,-15%,0%
C/C(=N/NC(=S)NC(C)C)c1ccc(Cl)cc1Cl,-4%,-4%
CCN(C(=O)Cn1nc(Cc2ccncc2)c2ccccc2c1=O)c1cccc(C(F)(F)F)c1,-1%&-4%,5%
CCOC(=O)c1c(C)c2ccccc2n2cc(CN3CCOCC3)c(C#N)c12,-7%,-6%
O=C(O)CCC(=O)c1ccc(Cl)s1,-1%,-11%
O=C(c1cccs1)N1CCCc2cc(NS(=O)(=O)c3ccc(Cl)cc3)ccc21,-20%,-4%
O=C(Nc1ccccc1C(=O)OCc1cc(=O)n2c3c(sc2n1)CCCC3)c1ccc(F)cc1,-8%,-4%
CCC(C)NC(=O)c1cccc(N(C)C)c1 (stereo not given),-4%,1%
CC(C)CCNC(=O)Nc1ccc2c(c1)N(C)C(=O)c1ccccc1S2,?,-6%
COC(=O)C(C)Oc1ccc2c(=O)c(Oc3ccccc3Br)coc2c1 (stereo not given),-6%,-8%
CSc1cccc(NC(=O)C2CC3C=CC2C3)c1 (stereo not given),6%,-1%
Cc1noc(C)c1CCC(=O)Nc1nc(-c2ccc3c(c2)OCCO3)cs1,-10%,-12%
O=C(Nc1ccc(-c2noc(-c3cccs3)n2)cc1)c1ccc(Br)o1,5%,1%
Cc1ccc(NC(=O)N(Cc2c[nH]c3ccccc23)C2CCCCCC2)cc1C,8%,-9%

(continued)
SMILES | AID inhibitor | UDG counter
CCC1CCCCN1C(=O)CCc1nc2ccccc2c(=O)[nH]1 (stereo not given) | 0% | -2%
O=C(NC1CCCC1)c1ccc(Oc2ccccc2)cc1 | -1% | 7%
CC1(C)OC(=O)C(C(c2ccccc2)C(C#N)C(N)=O)=C(O)O1 (stereo not given) | 2% | 5%
Cc1cccc(C(=O)N2CCc3cc(CNC(=O)Cc4ccc(F)cc4)ccc32)c1 | ? | 0%
Cc1ccc(C2CCN(C(=O)c3cnn(-c4ccc(C)cc4)c3C3CCN(C(=O)OC(C)(C)C)CC3)C2)cc1 (stereo not given) | -5% | 52%[activator]
O=C(COC(=O)Cn1cnc2ccccc21)Nc1ccc(Cl)cc1C(F)(F)F | -9% | -6%
CCOC(=O)c1c(C)c(C(=O)NCc2ccc(Cl)cc2)c(C)n1CC | -11% | -2%
Cc1ccc(-n2c(-c3ccccc3)cc(C=Nc3ccc(C)c(C)c3)c2-c2ccccc2)cc1 | 3% | 7%
N/C(=C\C(=O)/C=C/c1cccs1)C(Cl)(Cl)Cl | 8% | 1%
COC(=O)c1c(CN2CCC(C(N)=O)CC2)nc2ccccc2c1C | -4% | 2%
Cc1cccc(N2CCN(c3nc4ccccc4c4nc(-c5ccccc5)nn34)CC2)c1C | -8% | ?
Cc1cc(C(=O)CSc2nnc(COc3ccc(Cl)cc3)n2C)c(C)n1CC(F)(F)F | 1% | 0%
CCCOc1ccc(-c2nc(C#N)c(N3CCN(Cc4ccccc4)CC3)o2)cc1 | -6% | -7%
CCOC(=O)CCCCCNCc1ccccc1 | 4% | -5%
CC(C)c1ccc(NC(=O)c2ccc3c(c2)CCN3S(=O)(=O)c2ccccc2)cc1 | ? | -19%
CCN(CC)C(=O)CSc1nc2ccsc2c(=O)n1C | 4% | 5%
CCCCCOc1ccc(C(=O)C(CCC(CNC(C)(C)C)C(=O)c2ccc(OCCCCC)cc2)CNC(C)(C)C)cc1 (stereo not given) | ? | 12%
CCOC(=O)c1ccc(NC(=O)CCC(=O)N2CCSc3ccccc32)cc1 | -5% | -4%
COc1ccc(OC(C)c2nc3ccccc3[nH]2)cc1 (stereo not given) | 35%[activator] | 1%
CCCCn1nc(C(=O)Nc2nnc(Cc3ccccc3)s2)c2ccccc2c1=O | -2% | 2%
Nc1nccnc1C(=O)Nc1ccc(Nc2ccccc2)cc1 | -5% | 1%
CC1=C(C(N)=O)C(c2cccc(C)c2)n2nc(-c3ccc(Cl)cc3)nc2N1 (stereo not given) | 2% | -6%
COc1ccc(CC(=O)Nc2c(C(=O)Nc3ccccc3F)oc3ccccc23)cc1 | -16% | -14%
O=C(Cn1c(=O)nc(-c2ccccc2)c2ccccc21)NCCc1ccccc1 | -4% | -3%
Cc1cc(C)c(C(=O)COC(=O)/C=C/c2cccs2)c(C)c1 | -10% | -11%
CCC(=O)N1CCc2cc(Br)cc(S(=O)(=O)NCCc3ccc(OC)c(OC)c3)c21 | 1% | -4%
Cc1ccc(CNC(=O)CCC(=O)N2CC(C)Sc3ccccc32)cc1 (stereo not given) | -4% | 4%
COCCCNC(=O)Cn1cnc2sc(C)c(S(=O)(=O)N3CCC(C)CC3)c2c1=O | 17% | -3%
Cc1ccc(CNc2nccn(-c3cc(C)cc(C)c3)c2=O)cc1 | -18% | 39%[activator]
O=C(c1ccc2c(c1)N(Cc1ccccc1)C(=O)c1ccccc1S2(=O)=O)N1CCN(c2ccccn2)CC1 | -17% | -15%
O=C(Cn1ccn2nc(-c3ccccc3)cc2c1=O)Nc1cccc(Cl)c1 | 7% | 3%
COc1ccccc1CNc1nc(-c2ccc(C)cc2)cs1 | -10% | -2%
Cc1ccc(NC(=O)C2CCCN(S(=O)(=O)c3c(C)n[nH]c3C)C2)cc1Cl (stereo not given) | 5% | -16%
CCCN(Cc1ccccc1)C(=O)CCc1cccs1 | -9% | 5%
Nc1nc(CN2CCN(C(=O)c3cc(Cl)cc(Cl)c3)CC2)nc2ccccc12 | 0% | 0%
CC(C)(Oc1ccccc1)C(=O)Nc1ccccc1C#N | -13% | -8%
Cc1oc(-c2ccccc2Cl)nc1CS(=O)(=O)CC(=O)NCc1ccc(F)cc1 | 1% | -11%
CNC(=O)c1ccc(NC(=O)C2CCN(S(=O)(=O)c3cccc(C(F)(F)F)c3)CC2)cc1 | -5% | -3%
C#CCOc1cc(Br)c(/C=C2\NC(=O)NC2=O)cc1OCC | -2% | 5%
CCc1ccc2oc(=O)cc(-c3oc4ccccc4c3N)c2c1 | -4% | -1%
O=C(NC1CCC(C(F)(F)F)CC1)C1CCCCC1 (stereo not given) | -1% | 9%
COc1ccc(/C=C/c2nc3cc(C)c(C)cc3s2)c(OC)c1OC | -13% | -15%
COC(=O)c1cc(NCc2cccc3ccccc23)ccc1N1CCOCC1 | -7% | -6%
CC(=O)NC(NC(C)=O)C(Cl)(Cl)Cl | 2% | -2%
CCOc1ccc(CCNC(=O)c2ccc3c(c2)c(C)c(C)n3C)cc1 | ? | 10%
COc1ccc(C)cc1-n1c(SCC(=O)Nc2ccc3c(c2)OCO3)nc2ccccc2c1=O | -7% | -12%
CCC(C(=O)Nc1cc(OC)ccc1OC)n1c(C)c2cnn(-c3ccccc3)c(=O)c2c1C (stereo not given) | 34%[activator] | -21%
Cn1ccc2cc(S(=O)(=O)N3CCCC(C(=O)NCc4ccccc4)C3)ccc21 (stereo not given) | 7% | 2%
Cc1ccc2nc(-c3ccccn3)cc(C(=O)O)c2c1 | 7% | -3%
N#CC1=C(N)OC2=C(C(=O)CCC2)C1c1ccc(C(F)(F)F)cc1 (stereo not given) | 3% | 13%
Cc1ccc(C(=O)C(C)C(=O)c2ccc(C)cc2)cc1 | -9% | 2%
CC(C(=O)N(C)C1(C#N)CCCCC1)N(C)CC(=O)Nc1cccc(F)c1 (stereo not given) | -2% | 3%

Entries listed so far that contain a tert-butyl group:
SMILES | AID inhibitor | UDG counter
CCNC(=O)c1ccc(CNC(=O)OC(C)(C)C)cc1 | -6% | -2%
Cc1ccc(C2CCN(C(=O)c3cnn(-c4ccc(C)cc4)c3C3CCN(C(=O)OC(C)(C)C)CC3)C2)cc1 (stereo not given) | -5% | 52%[activator]
CCCCCOc1ccc(C(=O)C(CCC(CNC(C)(C)C)C(=O)c2ccc(OCCCCC)cc2)CNC(C)(C)C)cc1 (stereo not given) | ? | 12%
